KDM5B inhibitor = blocks human KDM5B histone demethylase activity. Q9UGL1. KDM5B demethylase, FDH-coupled NADH fluorescence (FDH is formaldehyde dehydrogenase). Potency, µM (top dose mostly 57.7 µM), for inactives: at the highest dose activity change, negative = inhibition, usual class: inhibitors. 220,000 compounds, 2.6% hits. AID 1347165; active = well fitted inhibition curve with a large enough effect; inconclusive = small, poorly fitted or top-dose-only effect; inactive = no such curve, though single readings can be large or run the other way; also: 0% is about no effect; nearly all actives have a fitted effect of over 70% in size
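Inhibition is measured as reduced NADH fluorescence generation from FDH coupling to formaldehyde release. Truncated KDM5BΔAP at 200 nM final acts on H3K4me3 peptide (12.5 µM in substrate mix) in pH 7.5 HEPES buffer with Tween-20, 30 min, room temperature.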
Active calls of the source: *; ? = inconclusive; [ ] = dose if it differs, or a comment. Potency is read from the fitted curve at half-maximal effect. Not all compounds are listed; rates above refer to the full screens.

KDM5B inhibitor	Structure
-6%	COCCNC(=O)[C@H]1C[C@H](Oc2ccccc2)CN1C(=O)NC1CCCCC1
?	CCO[C@H]1CN(C(=O)c2cn3cc(Cl)ccc3n2)C[C@@H]1O
?	Cc1noc2c(-c3cccnc3NC3CCC(O)CC3)cc(-c3ccccc3)nc12 (centres undefined)
20%	Cc1ccccc1C(C)NC(=O)c1ccc[n+]([O-])c1 (centres undefined)
19%	CC(=O)Nc1ccc(C2(C(=O)NCc3ccc(Cl)cc3)CCC2)cc1
13%	COC(=O)c1cnc(N2CCN(c3ccccc3)CC2)c2ccccc12
?	CCc1[nH]c2ccc(CNC(=O)c3coc(CN4CCOCC4)c3)cc2c1C
-20%	O=C(O)c1ccc(NC(=O)c2ccc(Cl)c(S(=O)(=O)N3CCCCCC3)c2)cc1
?	O=C1NCCCCCN(Cc2cn[nH]c2-c2ccc(F)cc2)[C@H]2CCC[C@@H]12
-3%	Cc1ccc2oc(=O)n(CCNC(=O)Nc3ccc(F)cc3)c2c1
-9%	Cc1cc2c(cc1C)CSC(c1c(O)ccc3cc(Br)ccc13)SC2
-15%	O=[N+]([O-])c1cccc2nc(/C=C/c3c(F)c(F)c(F)c(F)c3F)ccc12

Reformatted: 2 of the compounds above
SMILES: Cc1ccccc1C(C)NC(=O)c1ccc[n+]([O-])c1 (centres undefined)
  KDM5B inhibitor: 20%

SMILES: CC(=O)Nc1ccc(C2(C(=O)NCc3ccc(Cl)cc3)CCC2)cc1
  KDM5B inhibitor: 19%

(more compounds)
KDM5B inhibitor	Structure
-16%	CCOc1ccc(C(=O)c2cn(Cc3ccc(Cl)cc3)c3cc(OC)c(OC)cc3c2=O)cc1
?	CCOc1ccc(-c2nc3cc(NC(=O)c4cccc(C)c4)ccc3o2)cc1
-8%	OC1CCC(c2nc(C3CCOC3)n[nH]2)CC1 (centres undefined)
?	O=c1cc(CCl)[nH]c2nc3ccccc3n12
2%	Cc1ccc(C2CCCN2C(=O)c2cc(-c3cccs3)on2)cc1 (centres undefined)
?	O=C(c1ccccn1)N1CCn2c(nn(-c3ccc(F)cc3F)c2=O)C1
22%	COc1cc(OC)c(NC(=O)c2cc(C(C)=O)n3ccccc23)cc1Cl
-25%	N[C@H]1CCC[C@@H](C(=O)NCc2nc(-c3cccc(F)c3)c(-c3ccccn3)[nH]2)C1
-28%	Nc1c(C(=O)c2ccccc2)sc(Nc2ccc(Cl)c(Cl)c2)c1C(=O)Nc1ccccc1
-6%	Cc1cc(Cl)ccc1-c1ccc(C=O)o1
-29%	CCOC(=O)c1c(C)[nH]c(C)c1S(=O)(=O)N(C)CC(=O)N1CCN(c2cccc(C)c2C)CC1
10%	Cc1ccc(C(=O)c2sc(Nc3ccc(Cl)cc3C)nc2N)cc1
30%	COc1ccccc1NS(=O)(=O)c1ccc(C(=O)NCc2ccncc2)cc1
0%	Cc1cc2oc(C(=O)O)c(C)c2cc1C
20%	CCC(C)(CNC(=O)c1cc(-c2ccccc2)on1)N1CCOCC1 (centres undefined)
12%	COc1ccc(Cn2c(=O)c3[nH]cnc3n(-c3ccccc3C)c2=O)cc1
-23%	Cc1nn(-c2ccccc2)c2c1N(CC(=O)N1CCN(c3ccccc3F)CC1)C(=O)CS2
?	Cn1nc(C(=O)OCC(=O)NC(C)(C#N)C2CC2)c2ccccc2c1=O (centres undefined)
15%	Cc1ccc2[nH]cc(C(C(=O)O)N3CCN(Cc4ccccc4)CC3)c2c1 (centres undefined)
8%	COc1ccc(OCc2ccc(-c3nc(C#N)c(NCc4ccccc4)o3)o2)cc1
?	COc1ccc(OC)c(-c2noc(N3CCN(c4cccc(C(F)(F)F)c4)CC3)n2)c1
22%	CC1CCCN(Cc2ccc(CNC(=O)N3CCC(C#N)CC3)cc2)C1 (centres undefined)
-12%	O=C(NC1CCN(c2cnn(Cc3ccccc3)c(=O)c2)CC1)C1CCOC1 (centres undefined)
19%[149 µM]	O=C(c1ccccc1)N1CCCC2(CC(c3ccccn3)=NO2)C1 (centres undefined)
16%	Cc1cccc(NC(=O)N2CC3CC(C2)[C@H]2CCCC(=O)N2C3)c1 (some centres undefined)
34%[activator]	c1ccc(-n2nnnc2NCCCNC2CCCCC2)cc1
23%	Cc1cccc(COc2ccccc2C(=O)O)c1
?	O=C1NCCCCCN(Cc2cccc(F)c2)[C@H]2CCC[C@@H]12
24%[86.2 µM]	CN(Cc1cccc(C(F)(F)F)c1)C(=O)c1cccc(Cl)c1
-12%	Cc1ccc(Cn2c(C3CCN(C(=O)c4ccc(C(C)(C)C)cc4)CC3)n[nH]c2=O)cc1
-26%[86.2 µM]	CC(C)N1CCC(O)(c2csc(CN3CC[C@@H](O)C3)n2)CC1
?	CCCn1ccc2oc(C)c(C(=O)NCc3ccc(CC)cc3)c2c1=O
-1%[115 µM]	Cc1noc(C)c1[S+](=O)([O-])N1CCn2c(nnc2-c2ccc(Cl)cc2)C1
-6%	O=C(NCC(c1ccco1)N1CCCC1)c1sc2ccccc2c1Cl (centres undefined)
419%[activator]	N#C/C(=C\c1cn(Cc2ccccc2F)c2ccccc12)C(N)=O
22%	Cc1ccccc1-c1cc(O)c2c(c1)CN(Cc1nccn1C)CCO2
2%	COc1cccc(-c2nc(C3CC(=O)N(C4CCCCC4)C3)no2)c1 (centres undefined)
-28%	Cc1nn(-c2ccc(F)cc2)c(Oc2ccccc2F)c1CCC(=O)NCC1CC1
-6%	COc1ccc2cc(CN(C)C(C)C(=O)Nc3cc(C)ccc3C)ccc2c1 (centres undefined)
?	Cc1ccc(C2(c3ccc(C)cc3)SC(=S)c3ccccc32)cc1
?	Cc1cccc(NC(=O)CCCCCn2c(=O)[nH]c3ccsc3c2=O)c1
?	Cc1ccc(-c2cnc(NCc3c(F)cccc3Cl)n2C)cc1
-23%	CCCCn1c(=O)[nH]c(=O)c2c1nc(-c1ccc(OCCC)c(OCC)c1)n2CCOC
-24%	COc1ccc(OCC(=O)N2CCC(Cc3nc(-c4ccc(OC)cc4)no3)CC2)cc1
-7%	Cc1ccc(C)c(S(=O)(=O)c2nnn3c2nc(N2CCOCC2)c2sccc23)c1
16%	C/C(=N\Nc1ccc2nncn2n1)c1cccs1
0%	CCn1c(C2CCCN(C(=O)C(C)C)C2)nn(C)c1=O (centres undefined)
-10%	COc1ccc(S(=O)(=O)N(CC(=O)Nc2cc(C)cc(C)c2)c2ccc(Cl)cc2)cc1
28%	N=C(N)SCc1cccc(F)c1
-19%	Cc1cccc(Cn2cccc2CNS(=O)(=O)c2ccccc2F)c1
?	c1ccc(OCc2noc(-c3ccc(NCC4CCCCO4)nc3)n2)cc1 (centres undefined)
18%	CCN(CC)CCNCc1sccc1C
?	CCCn1c(NC(=O)c2oc3ccccc3c2CSC)nc2ccccc21
9%	COc1cccc(N2C(=O)CN(S(C)(=O)=O)CC2(C)C(=O)NCc2ccc(C)cc2)c1 (centres undefined)
?	Cn1ccc(C(=O)N[C@@H]2COCC[C@H]2Oc2ccc(CO)cc2)cc1=O
-1%	Cc1ccn(Cc2cc(C(=O)O)c3ccccc3n2)n1
28%	O=C(C1CCC1)N1CCC2(CC1)CC(Cc1nc(C3CC3)no1)CCO2 (centres undefined)
?	CC(C)c1ccccc1NC(=O)Cn1ccn2nc(-c3ccc(F)cc3)c(CO)c2c1=O
?	COc1cccc(NC(=O)c2oc3ccc(S(=O)(=O)N(C)C4CCCCC4)cc3c2C)c1
28µM*	CN(C)C[C@@H]1CN(c2ncccn2)C[C@H]1NC(=O)c1ccccc1F

A run of entries taken from the entries so far, for reference:
KDM5B inhibitor	Structure
?	Cc1cccc(NC(=O)CCCCCn2c(=O)[nH]c3ccsc3c2=O)c1
?	Cc1ccc(-c2cnc(NCc3c(F)cccc3Cl)n2C)cc1
-23%	CCCCn1c(=O)[nH]c(=O)c2c1nc(-c1ccc(OCCC)c(OCC)c1)n2CCOC
-24%	COc1ccc(OCC(=O)N2CCC(Cc3nc(-c4ccc(OC)cc4)no3)CC2)cc1
-7%	Cc1ccc(C)c(S(=O)(=O)c2nnn3c2nc(N2CCOCC2)c2sccc23)c1
16%	C/C(=N\Nc1ccc2nncn2n1)c1cccs1
0%	CCn1c(C2CCCN(C(=O)C(C)C)C2)nn(C)c1=O (centres undefined)
-10%	COc1ccc(S(=O)(=O)N(CC(=O)Nc2cc(C)cc(C)c2)c2ccc(Cl)cc2)cc1
28%	N=C(N)SCc1cccc(F)c1
-19%	Cc1cccc(Cn2cccc2CNS(=O)(=O)c2ccccc2F)c1
?	c1ccc(OCc2noc(-c3ccc(NCC4CCCCO4)nc3)n2)cc1 (centres undefined)
18%	CCN(CC)CCNCc1sccc1C
?	CCCn1c(NC(=O)c2oc3ccccc3c2CSC)nc2ccccc21
9%	COc1cccc(N2C(=O)CN(S(C)(=O)=O)CC2(C)C(=O)NCc2ccc(C)cc2)c1 (centres undefined)
?	Cn1ccc(C(=O)N[C@@H]2COCC[C@H]2Oc2ccc(CO)cc2)cc1=O
-1%	Cc1ccn(Cc2cc(C(=O)O)c3ccccc3n2)n1
28%	O=C(C1CCC1)N1CCC2(CC1)CC(Cc1nc(C3CC3)no1)CCO2 (centres undefined)

Next part.
KDM5B inhibitor	Structure
12%	Cn1c(=O)[nH]c(=O)c2c1nc(NCCO)n2Cc1cccc2ccccc12
?	Cc1cc(Cl)ccc1OCCSc1nnc(-c2cccs2)o1
12%	CCOCCn1c(-n2nc(C)cc2C)nc2c1c(=O)n(CC)c(=O)n2C
3%	O=S(CCCOc1ccc(F)cc1)Cc1cccc(F)c1 (centres undefined)
-4%	COc1ccc(OCC(O)CNC(=O)Nc2cccc3ccccc23)cc1 (centres undefined)
-20%	O=c1c2ccccc2c(-c2ccccc2)nn1-c1cc(N2CCN(CCO)CC2)ccc1[N+](=O)[O-]
-1%	O=C(C1CN(C(=O)c2nn(-c3ccccc3)c(=O)c3ccccc23)c2ccccc2O1)N1CCOCC1 (centres undefined)
?	CCCOC(=O)c1ccc(Oc2coc3cc(O)ccc3c2=O)cc1
-23%[86.2 µM]	O=C1Cc2c(-c3cccc(C(F)(F)F)c3)n[nH]c2CN1CCc1ccncc1
-16%	COc1ccc(NC(=O)N2CCCC(Cc3noc(-c4cccnc4)n3)C2)cc1 (centres undefined)
?	CC(=O)N1c2ccc(S(=O)(=O)N3CCN(c4ccc(C)cc4C)CC3)cc2CC1C (centres undefined)
?	O=C(CS(=O)(=O)Cc1ccccc1)Nc1cc(F)cc(F)c1
?	COc1ccc2nc(CO[C@H]3CN(Cc4ncccc4C)C[C@H]3F)[nH]c2c1
-3%	Cc1ccc(C(=O)N2CCC(c3c[nH]c4ccccc34)(c3c[nH]c4ccccc34)CC2)cc1
25µM*	O=C(NC[C@H]1O[C@@H](CC(=O)N2CCN(c3ccccn3)CC2)[C@H](O)[C@@H]1O)NC1CCCCC1
-3%	CCc1cc2c(=O)c(Oc3ccc(I)cc3)c(C(F)(F)F)oc2cc1OC(=O)c1ccc(Br)cc1
-25%[86.2 µM]	Cc1ccc(CN2C[C@H]3CN(Cc4ccc(OC(F)(F)F)cc4)CCN3C2=O)cc1
4%	O=C(NC1CCCCCC1)c1nc(-c2ccc3cc[nH]c3c2)no1
-5%	Cc1ccc(-c2cc3c(=O)n(CC(=O)Nc4ccc(F)cc4C)ccn3n2)cc1
?	CCN1c2cc(C(=O)NCc3ccccc3OC)ccc2C(=O)N2CCCCCC21 (centres undefined)
-11%	COc1ccccc1CCNC(=O)C(=O)NCC1OCCN1S(=O)(=O)c1cccs1 (centres undefined)
-17%	CCC1CCCCN1S(=O)(=O)c1cc(-c2csc(C)n2)ccc1C (centres undefined)
4%	Cc1ccc(S(=O)(=O)Nc2nc3ccccc3nc2NCc2ccc3c(c2)OCO3)cc1C
-30%	CCCN(CCC)C(=O)Cn1c(=O)n(-c2ccccc2)c(=O)c2c3c(sc21)CCCC3
9%	COc1ccc(C(=O)Nc2ccc3oc(-c4ccccc4C)cc(=O)c3c2)cc1OC
7%[86.2 µM]	COC(=O)CNC(=O)C1CN(c2ccccc2)C(=O)N1 (centres undefined)
7%	Cn1ccnc1CNC(=O)C[C@@H]1C[C@H]2O[C@H](CNC(=O)NC3CCCCC3)[C@@H](O)[C@H]2O1
?	Cc1cn2c(=O)cc(COc3ccccc3NC(=O)c3ccc(Cl)cc3)nc2s1
-4%	CN(Cc1nccn1Cc1ccccc1)C(=O)c1cccc(-n2cnnc2)c1
10%	CC(=O)c1ccc(CN2CCCCC2)c(OC(C)C)c1
2%	Cc1cc(N2CCC(C(=O)Nc3ccc(F)cc3F)CC2)n2nc(C)c(-c3ccc(Cl)cc3)c2n1
?	CCc1ccc(CNc2ncc(-c3cccc(OC)c3)n2C)cc1
-16%	COC(=O)c1sc(=S)n(-c2ccccc2)c1C
41%[activator]	O=C(CCCN1CCCCC1=O)N[C@@H]1[C@@H]2CCO[C@@H]2[C@@H]1C1CCCC1
17%	CC(C)(C)N(Cc1cn(Cc2ccccc2)nn1)S(=O)(=O)c1ccc(F)cc1Br
-14%	Cc1nc2ccccc2c(=O)n1-c1ccc(NC(=O)c2cccc([N+](=O)[O-])c2)cc1
?	O/N=C1\CCCc2c1nc(-c1ccco1)n2O
?	NC1CCCCN(C(=O)CCN2CCc3ccccc32)C1 (centres undefined)
-13%	O=C1CC(c2ccccc2)N(C(=O)C2CC2)CCCN(S(=O)(=O)c2cccnc2)CCN1 (centres undefined)
-12%	COc1ccc(-c2[nH]ncc2C(=O)N2CC[C@H](CO)[C@H](NC(=O)C3CC3)C2)cc1
8%	Cc1ccc(-c2nnc(Nc3cccc(O)c3)c3ccccc23)cc1S(=O)(=O)N1CCOCC1
-5%	COc1ccc(C)cc1NC(=O)COCc1cc(-c2ccc(F)cc2)on1
-2%	CCn1cc2nc(SCc3cc(C)ccc3C)n(Cc3ccc(Cl)cc3)c(=O)c2n1
-29%	CC(C)CCNC(=O)CSCc1cnn(-c2ccccc2)c1-n1cccc1
-26%	CCc1ccc(C(=O)/C=C/c2ccc(O)cc2)cc1
-16%	COc1ccc(Cc2nc3ccc(C(=O)NCc4cc(Br)ccc4OC)cc3o2)cc1
